# CR mimetic SO = lowers age-related superoxide in aged yeast cells; superoxide response (% of plate mean), % at 10 µM; actives 0.18% (n = 330,000); S. cerevisiae aged cells, superoxide DHE fluorescence; stronger effect = lower value;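 active means superoxide response under a set limit, about three screen SD below normal, cut at about 65% in these data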;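 further: yeast aged for seven days with compound at 30 °C before DHE staining; 100% = average MFI of all compound-treated wells on the plate with controls excluded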
# MEP2-GFP yeast = yeast TOR pathway MEP2-GFP modulation; S. cerevisiae MEP2-GFP strain, flow cytometry GFP, 3 h; 100% = DMSO control level; GFP response vs DMSO, % at 10 µM; actives 0.51% (n = 330,000);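 active means GFP response versus DMSO above a set limit, roughly screen mean plus 3 SD, cut at about 180% in these data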;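 further: median GFP fluorescence of the barcode-gated MEP2-GFP cells per well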
# procasp3 activ = activators of human procaspase-3 | recombinant procaspase-3 D3A, Ac-DEVD-pNA absorbance 405 nm | activation, % at 8.5 µM | actives 0.11% (n = 330,000);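 active means activation above the mean of all tested compounds plus 3 SD, cut at about 21% in these data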;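 further: 0% = DMSO alone and 100% = DMSO wells spiked with extra 5 µM PC-3 D3A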
# Target sequence (P42574 whole entry D9A/D28A/D175A): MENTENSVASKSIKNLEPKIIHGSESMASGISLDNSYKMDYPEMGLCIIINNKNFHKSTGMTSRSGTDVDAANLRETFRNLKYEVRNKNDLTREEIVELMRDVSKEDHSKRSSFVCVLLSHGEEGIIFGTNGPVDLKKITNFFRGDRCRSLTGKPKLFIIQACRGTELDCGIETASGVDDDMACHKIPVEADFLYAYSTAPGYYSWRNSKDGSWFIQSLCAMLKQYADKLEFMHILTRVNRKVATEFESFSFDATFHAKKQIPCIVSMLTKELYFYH
#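 assay system = Procaspase-3 D3A mutant | signal = absorbance at 405 nm, 0 and 120 min | times = 1 h preincubation plus 2 h reaction at 25 °C | repeats = single replicate | read-out = % activation between DMSO and enzyme-spiked controls | medium = Zinc-free HEPES saline buffer with Triton X-100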
# AHR activator = activators of human aryl hydrocarbon receptor; P35869; AHR-responsive luciferase reporter cells, luminescence; activation, % at 5 µM; actives 2.5% (n = 320,000); in the data active means activation above about 47%;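 further: 0% = vehicle wells and 100% = reference agonist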
# RPL19A TOR yeast = yeast TOR pathway RPL19A-GFP modulation | S. cerevisiae RPL19A-GFP strain, flow cytometry, 3 h; stronger effect = lower value | percent response vs DMSO, % at 10 µM | actives 0.3% (n = 330,000) | AID 2025;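 active means percent response vs DMSO below 50%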;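 further: median channel GFP fluorescence of the barcoded RPL19A-GFP strain; ratio of sample median GFP to plate DMSO average so 100% = DMSO; lower means less RPL19A-GFP as with rapamycin TOR inhibition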
# proCasp7 act = counter-screen: procaspase-7 (human) activation; P55210; recombinant procaspase-7, Ac-DEVD-pNA absorbance 405 nm; D23A/D198A/D206A triple mutant, cannot self-cleave; scale: DMSO 0, 5 µM enzyme 100; activation, % at 8.5 µM; actives 0.093% (n = 330,000);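 active means percent activation above the screen-wide mean plus 3 SD, cut at about 25% in these data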
# Target sequence (P55210 whole entry D23A/D198A/D206A): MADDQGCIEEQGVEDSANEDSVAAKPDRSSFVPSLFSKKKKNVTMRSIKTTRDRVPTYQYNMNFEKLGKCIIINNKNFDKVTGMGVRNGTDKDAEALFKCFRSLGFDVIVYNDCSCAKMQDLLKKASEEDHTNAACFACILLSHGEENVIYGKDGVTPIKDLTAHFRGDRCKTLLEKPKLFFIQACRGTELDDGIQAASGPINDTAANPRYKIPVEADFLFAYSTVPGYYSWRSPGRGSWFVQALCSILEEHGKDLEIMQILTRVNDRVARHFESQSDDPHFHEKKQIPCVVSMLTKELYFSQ
#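 buffer or medium = Zinc-free HEPES/NaCl buffer, pH 7.4 | material = Procaspase-7 triple mutant (PC-7 D3A) | input = 2 µM procaspase-7 mutant as dispensed | signal = Epi-absorbance of released pNA at 405 nm, two timepoints | timing = 1 h preincubation, 2 h reaction | replicates = singlicate compound testing | evaluation = % activation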
# LAP4-GFP MLPCN = alters LAP4-GFP fluorescence in TOR pathway yeast screen; S. cerevisiae LAP4-GFP multiplex, flow cytometry GFP, 3 h; median GFP as percent of DMSO wells; GFP response vs DMSO, % at 10 µM; actives 0.34% (n = 320,000); AID 2023;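 active means GFP response vs DMSO above a set limit, about the screen mean plus 3 SD, cut at about 150% in these data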
# JMJD2C inh = blocks human GASC-1 demethylase activity | AID 2099 | inhibition, % at 2.35 µM | GST-JMJD2C(1-420) H3K9me3 demethylation, DELFIA europium | Q9H3R0 | actives 0.069% (n = 330,000);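 active means more than half of a compound's replicate wells show inhibition beyond 50%, single wells judged on their own value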;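 further: signal counts dimethyl H3K9 product captured on neutravidin plate; 0% = median of DMSO wells and 100% = 0.3 times that DMSO median; strong numbers were not always called active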
# Target sequence (Q9H3R0 1-420 limits assumed): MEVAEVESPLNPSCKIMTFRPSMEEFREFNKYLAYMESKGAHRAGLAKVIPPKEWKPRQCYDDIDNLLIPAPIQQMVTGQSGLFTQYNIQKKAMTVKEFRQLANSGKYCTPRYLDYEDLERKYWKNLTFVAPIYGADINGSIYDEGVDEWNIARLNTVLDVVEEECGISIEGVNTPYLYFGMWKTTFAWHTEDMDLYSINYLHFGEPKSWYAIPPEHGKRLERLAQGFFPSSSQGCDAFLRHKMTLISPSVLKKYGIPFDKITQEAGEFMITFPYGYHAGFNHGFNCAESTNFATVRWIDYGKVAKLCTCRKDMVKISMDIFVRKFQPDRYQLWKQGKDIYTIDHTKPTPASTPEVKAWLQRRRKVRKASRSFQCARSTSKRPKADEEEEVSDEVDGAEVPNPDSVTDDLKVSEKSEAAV
# * hit, by the source's call; i = inactive; . = no result given; & = joins results of further samples. Not a hit list; 3.8% or so of the library scored in one or more.
mol,CR mimetic SO,MEP2-GFP yeast,procasp3 activ,AHR activator,RPL19A TOR yeast,proCasp7 act,LAP4-GFP MLPCN,JMJD2C inh
CCOC(=O)c1c(C2CC2)csc1NC(=O)CSCc1c(C)noc1C,112,97,-12,74*,97,1,104,-4
CC(NC(=O)c1cccc(S(=O)(=O)N2CCN(C)CC2)c1)c1ccc(Cl)cc1Cl (stereo not given),101,99,1,0,97,3,100,-11
COCCN1C(=O)N(c2cccc(C)c2)C(=O)C1CC(=O)Nc1ccc(OC)cc1 (stereo not given),107,107,6,0,105,-7,98,4
COC(=O)c1ccc(NC(=O)CSc2nnc(-c3ccccc3)n2C)cc1,98,105,-7,3,96,9,103,7
CCn1nc(C)cc1C(=O)N1CCCC(CCC(=O)NCc2ccccc2F)C1 (stereo not given),94,99,-8,0,97,-2,102,-19
CC1CCN(CCCNC(=O)CN2C(=O)CSc3ccc(S(=O)(=O)N4CCC(C)CC4)cc32)CC1,123,106,1,-1,105,-6,94,-13
Cc1ccc(Nc2nc(N3CCOCC3)c3ccccc3n2)cc1,102,101,-1,32,97,4,102,-4
Cc1ccc2nc(-c3ccncc3)cc(C(=O)Nc3ccc(F)cc3C)c2c1,120,103,4,10,107,7,99,0
Cc1nnsc1S(=O)(=O)c1ccccc1,95,102,6,4,102,-2,87,-4
CC1=CC(C/C(C)=C/COc2ccc3ccc(=O)oc3c2)OC1=O (stereo not given),87,104,9,13,98,15,106,.
CCOc1ccccc1Nc1cc(C)nc2nnnn12,100,94,7,12,99,13,112,7
Cc1ccc(C)c(OCC(=O)O/N=C(\N)c2cccnc2)c1,91,98,-3,5,99,-5,111,-3
CCOC(=O)C1CCCN(C(=O)CN2CCN(Cc3ccc(Cl)cc3)C2=O)C1 (stereo not given),101,107,-1,0,107,7,103,7
COc1ccc(NC(=O)CSc2nnc3ccc(-c4ccccn4)nn23)cc1,109,101,-10,-5,98,1,106,3
CCc1c(C)nc(SCC(N)=O)c(C#N)c1C,102,105,-2,-2,99,-4,98,-4
C=CCNC(=O)C1CCN(c2ccc(S(=O)(=O)N3CCOCC3)cc2[N+](=O)[O-])CC1,82,93,0,0,95,13,96,11
CCOc1ccc(OCC)c(NC(=O)C2CCCN(C(=O)c3ccc(Cl)cc3)C2)c1 (stereo not given),88,96,5,4,99,8,100,0
O=C(O)c1ccc(N/N=C/c2ccc(C(F)(F)F)cc2)cc1,97,103,-15,-6,93,2,141,3
COc1ccc([C@H]2CC(=O)C=C(c3cc4ccccc4s3)C2)cc1OC,93,88,5,-1,93,9,98,-1
Cc1ccc(S(=O)(=O)N(C)CC(=O)OCC(=O)NC(=O)NC(C)C)cc1,104,99,2,-1,98,4,110,3
O=C(c1cccnc1)N1CCN(Cc2cccc(F)c2)CC1,97,113,-7,0,103,5,102,7
CCN(CC)c1ccc(S(=O)(=O)N2CCOCC2)cc1NC(=O)CSc1ccccc1,106,93,-6,1,90,-2,92,2
COc1ccc(/C=C/C(=O)NCC(=O)N2CCC(N(C)CCN3CCOCC3)CC2)cc1OC,111,106,0,2,102,0,97,0
CCOC(=O)c1ccc(NC(=O)CCc2nc(-c3ccccc3Cl)no2)cc1,108,103,2,-2,103,4,103,-1
CS(=O)(=O)c1ccccc1C(=O)NCCC(c1ccccc1)c1ccccc1,113,102,1,3,103,-7,100,1
Cn1cc(Cl)c(C(=O)NC2CCCC2)n1,91,97,10,2,99,6,92,-11
O=C(CN1C(=O)c2ccccc2S1(=O)=O)NCCSCc1cccc(Cl)c1,104,105,13,-2,99,3,97,6
COc1ccc(OC)c(CN2CCN(Cc3cc(=O)oc4cc(O)ccc34)CC2)c1,104,96,13,-1,95,11,89,-7
Cc1cccc(NC(=O)CSc2nnc(Cn3cnc4ccccc43)o2)c1,94,104,7,0,102,-10,101,1
COc1cc(C)c(S(=O)(=O)NCCCn2ccnc2)cc1C,98,106,5,12,103,-8,93,0
COc1cc(NC(=O)C2CCN(S(=O)(=O)c3ccc(Cl)cc3)CC2)ccc1-n1cnnn1,83,101,1,1,98,-2,96,-6&-5
CC(C)n1c(N2CCN(C(=O)Nc3ccccc3)CC2)nc2ccccc21,104,112,-4,-12,102,0,104,-7
CSc1nnc(C)c(/C=C/NOCc2ccc(Cl)cc2)n1,103,97,2,9,101,2,101,1
O=C(Nc1ccccc1N1CCN(C(=O)c2ccc(Cl)cc2)CC1)c1ccc2c(c1)OCO2,101,96,-10,4,96,4,104,-22
O=C(Nc1ccccc1)c1ccccc1OCc1cccc([N+](=O)[O-])c1,115,104,7,8,103,-10,98,-8
COc1ccc(-n2nc(C(C)=O)c(=O)[nH]c2=O)cc1,85,97,2,-2,76,2,106,11
CN1CCN(Cc2cc(=O)oc3ccc(Cl)cc23)CC1,93,107,3,2,95,9,98,-2
CCc1cc[n+](/C(C(=S)Nc2cccc(C)c2)=C(/[O-])c2ccc(C)c([N+](=O)[O-])c2)cc1,93,108,0,9,102,-9,92,7
O=C(Nc1ccn(Cc2ccccc2F)n1)c1ccc(COc2cc(Cl)ccc2Cl)o1,96,111,4,2,104,-3,110,-2
Cc1cccc2c1OCC/C2=N\NC(=O)COc1ccccc1,104,106,0,2,99,4,104,6

# The closing 3 entries of the section above lead into the next:
mol,CR mimetic SO,MEP2-GFP yeast,procasp3 activ,AHR activator,RPL19A TOR yeast,proCasp7 act,LAP4-GFP MLPCN,JMJD2C inh
CCc1cc[n+](/C(C(=S)Nc2cccc(C)c2)=C(/[O-])c2ccc(C)c([N+](=O)[O-])c2)cc1,93,108,0,9,102,-9,92,7
O=C(Nc1ccn(Cc2ccccc2F)n1)c1ccc(COc2cc(Cl)ccc2Cl)o1,96,111,4,2,104,-3,110,-2
Cc1cccc2c1OCC/C2=N\NC(=O)COc1ccccc1,104,106,0,2,99,4,104,6
CC1CC(C)CN(C(=O)C(NS(=O)(=O)c2ccc(Br)s2)c2ccccc2)C1 (stereo not given),100,99,3,-2,104,20,101,-10
CCOC(=O)C1=C(COC(=O)c2ccccc2OC(F)F)NC(=O)NC1C (stereo not given),97,97,0,-2,99,1,108,29
O=C(COC(=O)c1cccnc1Nc1cccc(C(F)(F)F)c1)NCc1ccc2c(c1)OCO2,105,104,8,-2,99,-9,93,-4
Nc1ccc(-c2nc3ccccc3o2)cc1,113,100,-4,30,103,5,84,5
C#CCOCCOCCOCCNc1nc(N2CCN(C(=O)[C@H](Cc3cc4ccccc4[nH]3)n3cc([C@@H](N)C(C)CC)nn3)CC2)nc(N2CCN(C(=O)[C@H](CCCCN)n3cc([C@@H](N)CC(C)C)nn3)CC2)n1 (stereo not given in full),105,97,-1,18,106,4,131,21
CC(=O)Nc1ccc(NC(=O)C(C)OC(=O)c2cc(S(=O)(=O)N(C)C)ccc2N2CCCC2)cc1 (stereo not given),102,95,4,6,98,-5,101,-5
Cc1cc(NC(=O)COC(=O)c2cc([N+](=O)[O-])ccc2N2CCOCC2)ccc1Br,96,93,-5,7,93,2,111,2
CCN1CCN(c2ccc(S(=O)(=O)N3CCOCC3)cc2NC(=O)C(C)Oc2ccc(Cl)cc2)CC1 (stereo not given),83,96,4,-1,98,-3,104,-5
CCc1ccc(Nc2ncnc3nc[nH]c23)cc1,86,95,-3,22,94,14,98,-3
O=C1NCCN1CCNS(=O)(=O)c1cc(C(F)(F)F)cc(C(F)(F)F)c1,93,99,1,-2,104,-3,101,11
CN=CC1=C(O)CC(C)(C)CC1=O,101,112,0,2,105,9,101,-18
O=C1c2ccccc2C(=O)N1n1cccc1,96,120,-2,-4,110,15,92,-30
CCc1cccc(C)c1NC(=O)c1ccc(CN2CCc3ccccc3C2)cc1,96,104,-6,2,105,-3,98,3
Cc1c(NC(=O)Cn2ccc([N+](=O)[O-])n2)c(=O)n(-c2ccccc2)n1C,90,103,-7,0,97,-4,96,i
COC(=O)C1C(=O)NCC1c1ccccc1 (stereo not given),96,108,-3,4,103,11,107,10
O=C(CSc1nnc(-c2ccccn2)n1Cc1ccccc1)N1CCCC1,92,93,-11,-1,92,4,.,35
COc1cccc(C2CC(c3cccs3)=NN2C(=O)CSc2nc3c(cnn3-c3ccc(F)cc3)c(=O)[nH]2)c1OC (stereo not given),91,99,-8,-5,100,4,99,-5
CCOc1ccc(NC(=O)CN(C)CC(=O)Nc2ccccc2SC)cc1OCC,100,101,4,15,101,-1,93,5
CCOc1ccccc1CNC(=O)C1CCN(C(=O)c2sccc2-n2cccc2)CC1,109,91,-3,3,90,7,92,7
Cc1cccc(C)c1C(=O)N[C@@H](Cc1ccccc1)C(=O)O,.,.,-6,7,.,7,.,5
C=CCOC(=O)C1=C(C)NC(=O)NC1c1ccc(N(C)C)cc1 (stereo not given),106,102,-1,18,102,5,94,2
CCOC(=O)N1CCN(C(=O)c2ccccc2N(Cc2ccccc2)S(=O)(=O)c2ccccc2)CC1,98,102,-4,3,104,12,98,7
CC(C)n1nnnc1SCC(=O)c1ccc2c(c1)OCCO2,117,106,-7,16,103,-8,102,-1
CC(=O)Oc1ccc(-c2cccc(C(=O)NCCO)c2)cc1,104,108,-1,1,103,4,90,-7
CCc1ccc(NC(=O)CSc2nc3ccsc3c(=O)n2CCCCCC(=O)O)cc1,98,94,12,0,93,8,108,-1
CC(=O)Nc1ccc(NC(=O)CN(C)CCC#N)cc1,102,107,12,2,103,7,93,16
CCOC(=O)/C=C/C(=O)OCC(=O)NCc1ccccc1,83,96,-1,-1,101,3,104,1
Cc1cccc(OCC(=O)NNC(=O)c2cccs2)c1,111,104,-2,0,97,16,103,-30
COc1ccc(C(=O)Nc2ccccc2C(=O)NCC2CCCO2)cc1 (stereo not given),106,103,-15,4,106,4,94,-5
O=C1NC(Cc2ccccc2)c2nc3ccccc3c(=O)n2-c2cc(Cl)ccc21 (stereo not given),102,100,1,0,102,-6,111,-3
COc1cccc(NC(=O)CSc2nc3n[nH]c(C)c3c(=N)n2-c2cccc(OC)c2)c1,90,98,-1,19,100,-6,102,-25
OCC[C@H]1C[C@H](O)[C@@H](O)[C@]2(CCc3ccccc3O2)O1,105,81,1,4,89,-14,121,.
COCCN(CC(=O)Nc1cccc(C)c1C)C(=O)C1(c2ccccc2)CC1,98,94,9,0,96,7,101,-3
Cc1ccc(C(=O)OCC(=O)NCCc2ccccc2)cc1C,108,107,0,5,100,-4,124,-9
COc1ccc(CNC(=O)C(C)Sc2nc3ccccc3c(=O)n2CC2CCCO2)cc1 (stereo not given),94,107,4,2,102,6,101,2
COc1cc2[nH]c(=S)nc(NCc3ccc(C)cc3)c2cc1OC,104,107,-4,25,103,-9,93,-5
Cc1nc2cc(NS(=O)(=O)c3ccccc3)ccc2n1C,105,94,6,7,94,4,110,-9
O=C(Cc1cccc(F)c1)N1CCCC(CO)(Cc2ccc(F)cc2F)C1 (stereo not given),108,105,2,0,106,0,91,3

# High-throughput results deposited in PubChem by several laboratories.
